PGE2 EP2 inh = human EP2 receptor antagonists, primary screen, TR-FRET cAMP, C6 glioma cells; C6 glioma cells expressing human EP2; cells stimulated with saturating PGE2; inhibition, % at 25 µM; 260,000 compounds, 0.52% hits; AID 1422, 2008;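 active means percent inhibition above 40 after rounding to a whole number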;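 further: rat C6 glioma host cells with rolipram phosphodiesterase inhibitor present; the protocol text gives 20 µM as final concentration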
Runt-SMMHC FRET = inhibitors of RUNX1 Runt–CBFb-SMMHC binding, primary screen, biochemical, FRET, Cerulean-Runt, Venus-CBFb-SMMHC, uHTS; Runt-related transcription factor 1 (Homo sapiens) + Core-binding factor subunit beta …; Cerulean-Runt/Venus-CBFb-SMMHC FRET ratio 530/480, 1 h; inhibition, % at 20 µM; 220,000 compounds, 0.74% hits;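 active means mean inhibition across duplicate retests at 20 µM reaching about 50%, limit read from the data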;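 further: 0% = DMSO wells and 100% = wells with excess untagged CBFb-SMMHC; inhibitors lower the FRET ratio by blocking Runt binding to CBFb-SMMHC; some results filed as inactive read as strong as hits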
PERK inhibitor = block of dimerizer-induced PERK translation repression, primary screen, PERK inhibitor project, CHO PERK-DD cells, SEAP luminescence, HTS | Eukaryotic translation initiation factor 2-alpha kinase 3 (Homo sapiens), Q9NZJ5 | CHO PERK-DD fusion, SEAP luminescence translation reporter | inhibition, % at 5.6 µM | 220,000 compounds, 0.17% hits | AID 1416, 2008;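 active means inhibition above the mean inhibition of all tested compounds plus 3 SD, set separately per screening campaign, cut at about 2.9% in these data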;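 further: PERK kinase domain activated by AP20187 dimerizer at 100 nM; 0% = DMSO with dimerizer and 100% = rapamycin at 8.4 µM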
Target sequence (Q9NZJ5 whole entry, looked up, the tested form may be a part): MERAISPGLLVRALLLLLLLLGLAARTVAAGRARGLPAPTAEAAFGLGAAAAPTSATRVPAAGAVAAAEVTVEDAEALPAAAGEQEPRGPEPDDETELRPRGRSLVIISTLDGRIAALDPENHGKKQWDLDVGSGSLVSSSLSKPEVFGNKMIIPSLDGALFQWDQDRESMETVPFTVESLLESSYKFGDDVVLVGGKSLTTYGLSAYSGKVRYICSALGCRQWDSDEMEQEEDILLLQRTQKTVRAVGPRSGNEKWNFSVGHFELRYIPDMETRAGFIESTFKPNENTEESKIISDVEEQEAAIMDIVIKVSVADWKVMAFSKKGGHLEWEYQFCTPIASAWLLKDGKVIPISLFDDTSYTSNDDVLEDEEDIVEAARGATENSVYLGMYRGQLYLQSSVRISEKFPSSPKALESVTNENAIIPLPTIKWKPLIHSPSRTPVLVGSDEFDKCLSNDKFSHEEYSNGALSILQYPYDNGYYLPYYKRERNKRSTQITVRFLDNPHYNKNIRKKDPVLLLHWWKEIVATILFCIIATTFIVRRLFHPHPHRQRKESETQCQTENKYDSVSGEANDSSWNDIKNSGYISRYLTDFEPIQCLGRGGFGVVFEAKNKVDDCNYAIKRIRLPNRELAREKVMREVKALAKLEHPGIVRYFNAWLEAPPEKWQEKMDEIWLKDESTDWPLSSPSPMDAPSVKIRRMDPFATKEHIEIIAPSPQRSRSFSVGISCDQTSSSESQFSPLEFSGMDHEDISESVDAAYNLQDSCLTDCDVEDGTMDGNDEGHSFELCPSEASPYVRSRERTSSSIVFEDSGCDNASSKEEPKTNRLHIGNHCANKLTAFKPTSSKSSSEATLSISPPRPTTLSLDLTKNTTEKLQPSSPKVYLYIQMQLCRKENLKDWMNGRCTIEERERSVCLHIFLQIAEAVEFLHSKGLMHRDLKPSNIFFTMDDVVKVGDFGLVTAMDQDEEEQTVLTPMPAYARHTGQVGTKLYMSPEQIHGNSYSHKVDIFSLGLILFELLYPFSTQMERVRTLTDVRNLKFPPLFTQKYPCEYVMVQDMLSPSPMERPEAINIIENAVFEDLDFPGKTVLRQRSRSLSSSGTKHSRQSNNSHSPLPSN
zVAD death inh = inhibitors of zVAD-triggered necroptosis, primary screen, L929 cells. L929 zVAD necroptosis rescue, ATP luminescence, 24 h; with zVAD 60 µM. viability rescue, % at 10 µM. 220,000 compounds, 0.38% hits;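 active means activation, scaled between plate controls, above about 75%, limit read from the data; inactive means activation under that limit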;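 further: 0% = zVAD with DMSO and 100% = DMSO alone without zVAD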
RBBP9 inhibitor = human RBBP9 inhibitors, primary screen, biochemical, fluorescence polarization, FP-Rh probe, HTS; recombinant RBBP9; inhibition, % at 7.94 µM; 220,000 compounds, 0.2% hits;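 active means inhibition above the campaign mean of all tested compounds plus 3 SD, cut at about 14% in these data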;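 further: plate controls were DMSO wells with RBBP9 for no effect and wells lacking RBBP9 protein for full effect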
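Controls: DMSO-treated enzyme wells and wells lacking RBBP9 | Material: RBBP9 protein | Technique: Fluorescence polarization | Replication: Single well per compound, no replicates | Buffer or medium: Tris-NaCl-Pluronic buffer, pH 8.0 | Timing: 30 min compound preincubation, 45 min probe labeling, 25 °C | Read-out basis: Percent inhibition from mP, scaled between DMSO and no-protein wells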
TNF death inh = inhibitors of TNF-alpha triggered necroptosis, primary screen, cell-based, Jurkat FADD-/-, single concentration; 220,000 compounds, 0.068% hits; activation (protection from cell death), % at 10 µM; Jurkat FADD-/- TNF necroptosis rescue, ATP luminescence, 24 h; 0 = TNF only, 100 = no-TNF cells;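 active means activation, meaning protection from cell death, of at least 50% relative to plate controls; inactive means activation below 50%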;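 further: necroptosis triggered by 40 ng/mL TNF-alpha added together with compound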
Hck-Nef inh = inhibitors of Nef-activated human Hck kinase, primary screen, biochemical, Z-Lyte FRET, 384-well, Hck-YEEI; 220,000 compounds, 0.68% hits; AID 463187, 2010; Tyrosine-protein kinase HCK (Homo sapiens), P08631; Recombinant Hck-YEEI plus Nef, Z-Lyte FRET kinase assay; inhibition, % at 20 µM;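 active means Hck-Nef kinase inhibition above about 50%, limit read from the data; inactive means inhibition below that limit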;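 further: 0% = DMSO with Hck plus Nef and 100% = Hck alone without Nef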
Runt-CBFb FRET = inhibitors of RUNX1 Runt–CBFb binding, primary screen, biochemical, FRET, Cerulean-Runt, Venus-CBFb, uHTS | Runt-related transcription factor 1 (Homo sapiens) + Core-binding factor subunit beta … | Cerulean-Runt/Venus-CBFb FRET ratio 530/480, 1 h | inhibition, % at 20 µM | 220,000 compounds, 0.46% hits | AID 1496, 2009;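 active means inhibition over about 50% at 20 µM in the single-dose screen, limit read from the data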;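 further: 0% = DMSO wells and 100% = excess unlabeled CBFb competitor control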
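Assay system: Cerulean-tagged RUNX1 Runt domain (FRET donor) fusion protein / Amount: 100 nM each of Venus-CBFb and Cerulean-Runt domain / Medium: Tris buffer pH 7.5 with salts and BSA / Also added: Venus-CBFb 100 nM / Schedule: 1 h complex formation plus 1 h compound treatment, room temperature / Signal: FRET fluorescence / Read-out: loss of energy transfer signal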
EP2 mod = EP2 receptor modulators, cAMP readout, primary screen, cell-based, HTRF cAMP, PGE2 stimulation; induction, % at 25 µM; Prostaglandin E2 receptor EP2 subtype (Homo sapiens), P43116; 260,000 compounds, 0.83% hits; EP2-expressing cells, cAMP HTRF FRET, PGE2 co-stimulation;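 active means compounds whose cAMP rise, as percent of the full-agonist control response, exceeds 60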;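 further: rat C6 glioma line stably carrying human EP2 under a CMV promoter; the protocol text gives 20 µM as final concentration; 100% = response of wells given 1 µM PGE2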
Starred values were filed as active, the others as inactive; . = not tested or not shown; & = joins results of further samples. Not all compounds are listed; count on the stated rates, not on these rows.

| SMILES | PGE2 EP2 inh | Runt-SMMHC FRET | PERK inhibitor | zVAD death inh | RBBP9 inhibitor | TNF death inh | Hck-Nef inh | Runt-CBFb FRET | EP2 mod |
| --- | --- | --- | --- | --- | --- | --- | --- | --- | --- |
| CCOC(=O)c1c(NC(=O)c2cnn3c2NC(c2cccc(OC)c2)CC3C(F)(F)F)sc2c1CCCC2 (stereo not given) | 4 | -9 | -0.5 | . | -5 | 0.5 | 1 | 0 | -5 |
| COCc1c(Br)c(C)nc(OCC(=O)O)c1C#N | . | -2 | 0.6 | 0.1 | -10 | -1.1 | 0 | 1 | 19 |
| O=C1c2cccc3c(N4CCCCC4)ccc(c23)C(=O)N1c1cccc(O)c1 | 6 | -106 | 0.8 | -0.5 | -9 | -3.0 | 15 | -304 | 59 |
| CCC1CCc2c(sc(NC(=O)C3CC=CCC3C(=O)O)c2C#N)C1 (stereo not given) | 8 | -8 | 0.2 | 0.3 | -6 | 0.2 | 4 | -2 | 16 |
| COC(=O)CSc1nc2ccc(NC(C)=O)cc2s1 | 12 | -1 | 0.6 | -0.3 | 2 | -2.8 | 1 | 3 | -8 |
| CC(C)C(=O)NC(=S)Nc1ccc(S(=O)(=O)N(C)C)cc1 | 4 | 1 | 1.0 | 0.5 | 0 | 1.9 | 3 | 0 | 2 |
| COc1cc(C(=O)OCCN2CCOCC2)ccc1O | 11 | -6 | 1.4 | 0.0 | -3 | 0.1 | 0 | 7 | 22 |
| O=C(COC(=O)Cc1ccc(Br)cc1)NCc1ccc(F)cc1 | 1 | 1 | 1.1 | 0.6 | -6 | -0.1 | -12 | -2 | 15 |
| C[n+]1cc[nH]c1SCC(=O)c1ccccc1 | 10 | -1 | 0.4 | 0.4 | -8 | 2.6 | 4 | 9 | 2 |
| CCN(CC)S(=O)(=O)c1cccc(NC(=O)c2cncc(Br)c2)c1 | 12 | 0 | -1.5 | 34 | -7 | 2.8 | 14 | 0 | -48 |
| CCCCN1C(=O)C(NC(C)=O)c2cc(Br)ccc21 (stereo not given) | 7 | 1 | -1.1 | -0.6 | -1 | -0.2 | -1 | -4 | 2 |
| CCC1CCCCN1C(=O)c1sc2ncnc(N(CC)CC)c2c1C (stereo not given) | 5 | 1 | -0.3 | 0.9 | -4 | 0.0 | 19 | -1 | -58 |
| COC(=O)c1ccncc1C(=O)Nc1ccc(F)cc1 | 6 | -1 | 0.0 | 1.2 | 0 | 0.9 | 15 | -2 | 28 |
| CCCCn1c(-c2csc3ccccc23)n[nH]c1=S | . | 5 | 0.2 | 0.2 | -8 | -2.4 | 6 | 5 | 36 |
| CC(=O)OCCCNc1cc(Sc2ccc(Cl)cc2)c2nonc2c1[N+](=O)[O-] | 0 | -14 | 1.4 | 0.5 | -5 | 3.5 | 1 | 7 | 4 |
| CCOC(=O)c1cnc2cc(C)ccn2c1=O | 2 | -2 | 1.2 | 0.8 | -3 | 1.4 | 2 | -2 | 4 |
| O=C(CN1CCN(Cc2ccc(Cl)cc2)C1=O)NCc1cccs1 | 7 | 4 | 1.1 | 2.0 | -2 | 1.0 | -5 | -2 | 12 |
| O=S(=O)(NC1CCCCC1)c1ccc(N2CCOCC2)nc1 | 6 | -1 | -0.1 | 1.2 | -3 | -2.5 | 7 | 1 | -29 |
| CCCCCNC(=O)C(C#N)c1nc2ccccc2nc1N1CCCC1 (stereo not given) | 2 | -50 | 0.4 | -0.1 | -4 | -2.4 | 0 | 21 | -2 |
| COc1ccc(OC)c(NC(=O)CSc2nnc(CCCO)n2-c2ccccc2)c1 | 4 | 0 | -0.5 | 1.5 | -5 | 1.0 | -9 | 0 | 1 |
| O=C(C#Cc1ccccc1)c1cccc([N+](=O)[O-])c1 | 31 | 13 | -0.3 | 17 | -6 | -10 | -1 | 25 | -2 |
| Cc1cccc(NC(=O)Cn2cnc3c(oc4ccccc43)c2=O)c1C | 2 | -3 | 0.8 | 0.5 | 2 | 1.4 | 19 | -4 | -5 |
| NC(=S)Cc1nc2n(n1)Cc1ccccc1-2 | 7 | -4 | -1.0 | 1.2 | -6 | -0.4 | 0 | 4 | 12 |
| CCc1nc2ccccc2c(C(=O)OCC(=O)Nc2cccc(S(=O)(=O)NC3=NCCCCC3)c2)c1C | 13 | 4 | -0.9 | -0.1 | -12 | -7.7 | 17 | -7 | -6 |
| COC(=O)[C@@H]1C[C@@]2(O)[C@@H](O)[C@@H](O)[C@@H](O)C[C@H]2N1Cc1ccc(C)s1 | 4 | -1 | . | 0.7 | . | 0.0 | 23 | 4 | 8 |
| COc1cc(S(=O)(=O)Nc2ccc(C)cc2)ccc1N=Cc1c(C)[nH]n(-c2ccc(C)cc2)c1=O | 10 | -7 | 1.6 | 0.0 | -4 | -2.2 | 0 | -2 | 13 |
| O=S(=O)(c1ccc(Br)s1)N1CCc2ccccc2C1 | 9 | 0 | 0.8 | -0.4 | -7 | 0.3 | 1 | -1 | 38 |
| CC(c1n[nH]c(=S)n1-c1ccccc1)N1CCCCC1 (stereo not given) | 5 | 2 | 0.3 | -0.3 | -2 | 1.2 | 13 | 5 | -11 |
| CCCS(=O)(=O)N1CCN(CCCc2ccccc2)CC1 | 9 | -3 | -1.2 | -0.3 | 0 | 0.0 | 0 | -1 | 1 |
| Nc1nc(-c2ccc(Cl)cc2)nn1C(=O)c1cccs1 | 3 | 0 | 0.4 | 6.7 | 6 | 1.3 | 23 | -1 | 21 |
| O=C(CN1CCN(Cc2ccccc2F)C1=O)NCCN1CCOCC1 | 9 | -2 | . | 0.6 | . | 0.2 | 1 | 2 | 17 |
| N#C/C(=C\c1coc2ccc(O)cc2c1=O)C(=O)Nc1nc2ccccc2s1 | 10 | -266 | 0.6 | -0.6 | 3 | -4.6 | 64* | -167 | -13 |
| Cc1ccccc1C1NC(c2ccccc2C)C([N+](=O)[O-])C(C)(C)C1[N+](=O)[O-] (stereo not given) | 10 | 0 | -0.6 | -0.5 | -4 | -1.0 | 1 | 2 | -5 |
| CC(C)CCC(O)(CCC(C)C)C(=O)NN1CCCCC1 | 4 | -4 | 1.0 | 0.3 | 8 | 1.8 | 11 | 0 | 31 |
| CCn1c(SCc2nc(-c3ccc(OC)c(OC)c3)no2)nnc1-c1cccs1 | -1 | -5 | -2.0 | 0.5 | -3 | -2.1 | 2 | -3 | -8 |
| COc1ccc(C(=O)COC(=O)C2CCC(=O)N2)cc1 (stereo not given) | 4 | 2 | 0.4 | -0.9 | 7 | 0.5 | -17 | -1 | 17 |
| COc1ncccc1-c1nnn(-c2ccc(F)cc2)n1 | 13 | -1 | 1.4 | 0.1 | -6 | -1.5 | -4 | -1 | -5 |
| O=C(Cc1ccc(F)cc1)Nc1ccccc1Sc1ccccc1 | 2 | -2 | 0.6 | -0.9 | -3 | -0.1 | 2 | -2 | 83* |
| COc1ccc(Cc2nnc(N/N=C/c3ccc(C)o3)[nH]c2=O)cc1 | 8 | -2 | 0.3 | 1.8 | -8 | -0.4 | 25 | -1 | -109 |
| Cc1ccc(-n2c(Cc3cccc4ccccc34)n[nH]c2=S)c(C)c1 | 7 | 1 | 1.1 | -0.5 | 0 | 0.5 | 11 | 0 | 61* |
| CCC(C)NCCOc1cccc(Br)c1 (stereo not given) | 2 | 0 | -0.8 | 1.0 | -6 | 3.2 | 0 | -4 | 15 |
| N#CC1=C2SCC(O)(c3ccccc3)N2C(=O)CC1c1ccccc1 (stereo not given) | 16 | 0 | -1.5 | 1.0 | -3 | -8.9 | 0 | -2 | -11 |
| COC(=O)c1c(-c2cccc(C)c2)csc1NC(=O)C1CCCO1 (stereo not given) | 11 | -1 | 0.7 | 0.9 | -7 | 1.2 | 12 | -4 | 33 |
| COC(=O)c1sc(NC(=O)c2c(OC)cccc2OC)c(C#N)c1C | 12&12 | -2 | 0.2 | 2.5 | 4 | 0.7 | 19 | -2 | 51&50 |
| O=C(Nc1ccc(Cl)cc1)N1CCSCC1 | . | 0 | 0.3 | -0.9 | -7 | 1.9 | 2 | 2 | 15 |
| COc1ccc(CCNC(=O)C23CN(Cc4ccccc4)CC2C(c2ccc([N+](=O)[O-])cc2)=NO3)cc1 (stereo not given) | 14 | 0 | -1.3 | -0.1 | -5 | -2.6 | 1 | 14 | 7 |
| Cc1nnc(SCc2nnc(-c3ccccc3Br)o2)n1-c1ccccc1 | 3 | 1 | 0.2 | -0.2 | 2 | -1.0 | 0 | 0 | 10 |
| CCOC(=O)c1ccc(S(=O)(=O)Nc2ccc3cn[nH]c3c2)cc1 | 8 | -3 | 1.3 | 0.1 | -2 | -5.3 | 0 | -3 | -51 |
| CCCCOC(=O)C1Cc2ccccc2C(=O)O1 (stereo not given) | 8 | 1 | 0.3 | 0.6 | -6 | 0.3 | 4 | 2 | 15 |
| CC(=O)NCCOc1nc(N(C)C)nc(N(C)C)n1 | 5 | 0 | 0.7 | -0.1 | -10 | -2.3 | 1 | -2 | 5 |

More compounds follow.
| SMILES | PGE2 EP2 inh | Runt-SMMHC FRET | PERK inhibitor | zVAD death inh | RBBP9 inhibitor | TNF death inh | Hck-Nef inh | Runt-CBFb FRET | EP2 mod |
| --- | --- | --- | --- | --- | --- | --- | --- | --- | --- |
| COC(=O)C1=C(C)NC(=O)NC1c1ccc(OC(=O)c2ccco2)cc1 (stereo not given) | 8&5 | 0 | -0.6 | 1.6 | -5 | 0.4 | 17 | 0 | -14&17 |
| CCOc1ccc(Br)cc1S(=O)(=O)N1CC(C)OC(C)C1 (stereo not given) | 6 | 0 | -1.9 | -0.2 | -7 | 0.2 | 7 | 1 | 20 |
| COCCNC(=O)C(=O)NCC1OCCN1S(=O)(=O)c1ccc2c(c1)OCCO2 (stereo not given) | 3 | 2 | -0.6 | -0.7 | -8 | 1.5 | 8 | 1 | -24 |
| COc1ccccc1/C=C/C=N/NC(=O)CCn1cnc2ccccc21 | 11 | -4 | 0.6 | 2.6 | -6 | -10 | 18 | 0 | -47 |

High-throughput results: PubChem, several laboratories
